Screening results: PubChem BioAssay, several laboratories
NFkB transloc pot = enhances IL-1B driven NFkB nuclear translocation. HUVEC IL-1B NFkB p65 nuclear translocation imaging. 0.3% of 94,000 active. activation, % at 2 µM;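 active means activation above 40%, about the mean plus 3 SD, also judged a hit on visual image review; inconclusive means activation above 40% but not a hit on visual review; inactive means activation not above 40% and no visual hit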;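 further: percent activation is computed from the nuclear over cytoplasmic p65 intensity ratio; values of inactives mirror those of a sister screen read the other way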
MRP reversal = compounds reversing MRP-mediated drug resistance; H69AR cells + 2 uM doxorubicin, CellTiter-Glo, 72 h; differential viability (reversal), % at 10 µM; 0.04% of 85,000 active; AID 602;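 active means viability drop by adding the cancer drug above about 55%, with treated viability meeting a 40% cutoff, limit read from the data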;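 further: viability without doxorubicin minus viability with 2 µM doxorubicin for each compound; larger differential means the compound sensitizes cells more to doxorubicin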
IL1B NFkB inh = blocks IL-1B driven NFkB nuclear translocation in HUVEC cells; HUVEC IL-1B NFkB p65 nuclear translocation imaging; inhibition, % at 2 µM; 0.43% of 94,000 active;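 active means inhibition above about 30% together with a positive call from visual inspection of the well image, limit read from the data; inconclusive means inhibition above a set limit but visual check negative; inactive means inhibition not above a set limit, visual check negative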;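 further: nuclear over cytoplasmic p65 intensity ratio measured by imaging; 0% = IL-1B stimulated DMSO wells and 100% = unstimulated DMSO wells; values of inactives mirror those of a sister screen read the other way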
PLAP inhibitors HTS = PLAP enzyme inhibitors, biochemical, luminescence, HTS (AID 690) | 0.08% of 96,000 active | purified PLAP, luminescent substrate; higher % means a stronger effect | one-dose inhibition, % at 20 µM; IC50 in µM for titrated hits; in the data active means a potency from the dose series; inactive means the rest, 99 in 100 with inhibition below about 30%; further: strong numbers were not always called active
Bcl-B displacement = displacers of TR3 peptide from Bcl-B, primary screen, selectivity assay for Bfl-1 inhibitor project, biochemical, fluorescence polarization; one-dose displacement, % at 20 µM; IC50 in µM for titrated hits; 0.11% of 96,000 active; FP displacement of FITC-TR3 peptide from Bcl-B; higher % means a stronger effect;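 active means displacement above 50% at 20 µM plus a fluorescence interference ratio under 1.5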;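 further: plate controls were wells without compound for no effect and wells lacking Bcl-B protein for full effect; a part of the inactive calls stands beside numbers as strong as those of hits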
MRP reversal cytotoxicity = second read-out of MRP reversal, no call of its own (marks repeat the call); viability, %; H69AR cells, CellTiter-Glo, 72 h; measured here: cytotoxicity without doxorubicin
MRP reversal with doxorubicin = further read-out of MRP reversal, marked with its call; viability, %; measured here: viability with 2 uM doxorubicin; hits give low values
IL1B NFkB inh cell count 2 µM = recorded beside IL1B NFkB inh, whose call it bears; cell count; measured here: cells passing quality filter;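 raw number of nuclei counted in each imaged well without normalization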
NFkB transloc pot cell count 2 µM = recorded beside NFkB transloc pot, whose call it bears; cell count; measured here: cells passing quality filter
Active calls of the source: *; ? = inconclusive; / = not tested or not shown. Not all compounds are listed; rates above refer to the full screens.

Each structure is followed by: IL1B NFkB inh	NFkB transloc pot	MRP reversal	PLAP inhibitors HTS	MRP reversal with doxorubicin	IL1B NFkB inh cell count 2 µM	NFkB transloc pot cell count 2 µM	MRP reversal cytotoxicity	Bcl-B displacement
> CC(=O)c1ccc(OCC(O)CN2CCOCC2)cc1 (configuration not stated)
  /	/	4	-1%	91	/	/	95	1%
> O=C(O)CCN1C(=O)C2CCCCC2C1=O (configuration not stated)
  -8	7	-3	19%	94	118	118	92	5%
> O=C(Nc1ccc(N2CCOCC2)cc1N1CCOCC1)c1cccs1
  7	-7	-20	-22%	84	62	62	64	-7%
> O=C(NN1C(=O)C2C(C1=O)C1C=CC2C12CC2)c1ccncc1 (configuration not stated)
  -2	2	/	-5%	/	102	102	/	-17%
> Cc1cc(NC(=S)NC(=O)CC(C)C)ccc1Br
  2	-2	/	12%	/	155	155	/	2%
> CCOc1ccc(N(CC(=O)O)S(=O)(=O)c2ccc(OC)c(OC)c2)cc1
  -33	33	10	-7%	97	144	144	107	3%
> Cc1ccccc1OCCCC(=O)NCc1ccco1
  -6	6	/	0%	/	130	130	/	4%
> CCCN(CCC)CC(O)CN(c1ccccc1)S(=O)(=O)c1ccc(C)cc1 (configuration not stated)
  4	-4	-1	-44%	80	181	181	79	2%
> C=CCn1c(Cc2ccc(OC(C)C)c(Cl)c2)nnc1SCC(N)=O
  5	-5	6	-50%	92	112	112	98	-6%
> CN(c1ccccc1C(=O)N1CCc2ccccc2C1)S(C)(=O)=O
  -20	20	-8	-25%	94	157	157	85	-6%
> COc1ccc(OC)c(C2=NOC(C(=O)NCCN3CCOCC3)C2)c1 (configuration not stated)
  -16	16	-8	-30%	108	175	175	100	-1%
> COC(=O)c1ccc(NC(=O)c2ccccc2)o1
  -6	6	/	8%	/	183	183	/	15%
> COc1ccc(N2CCN(CCC(N)=O)CC2)cc1
  -3	3	/	6%	/	165	165	/	-2%
> O=C(Cc1ccccc1)Nc1ccc(N2CCN(Cc3ccccc3F)CC2)cc1
  -10	10	0	24%	81	72	72	81	-17%
> Cc1ccc(Cl)cc1N1CCN(C(=O)c2ccc(CN3CCOCC3)cc2)CC1
  -25	25	-10	-60%	79	115	115	69	-5%
> COc1ccccc1NC(=O)N1CCCC1C(=O)NCc1ccccc1 (configuration not stated)
  4	-4	/	2%	/	174	174	/	-16%
> O=C(NCc1ccccc1)C1CCCN(C(=O)Nc2ccccc2)C1 (configuration not stated)
  6	-6	-3	15%	80	186	186	77	7%
> COC(=O)c1ccc(N2CCN(C)CC2)c(NC(=O)c2cc3ccccc3o2)c1
  -2	2	-11	-39%	86	91	91	75	23%
> CCOC(=O)c1c(C)n(C)c2cc(OCCN(CC)CC)ccc12
  4	-4	-8	-36%	90	188	188	82	4%
> OC(COc1c(Br)cc(Br)cc1Br)CN1CCOCC1 (configuration not stated)
  0	0	4	-56%	103	108	108	107	-9%
> O=C(Cn1c(O)c(/C=C2\C=Nc3ccc(Br)cc32)sc1=O)N1CCCC1
  -6	6	/	-55%	/	175	175	/	4%
> CCC(C)(C)n1nnnc1C(c1cc2cccc(C)c2[nH]c1=O)N1CCCC1 (configuration not stated)
  9	-9	-8	-22%	90	189	189	82	-4%
> Cc1cc(C(F)F)n2nc(C(=O)Nc3ccc(S(=O)(=O)NC45CC6CC(CC(C6)C4)C5)cc3)nc2n1
  -22	22	19	-68%	96	67	67	115	-23%
> COC(=O)COc1nc(C)c2c(c1C#N)CC(C)(C)OC2
  /	/	9	10%	88	/	/	97	3%
> CCCCCSc1nc2c(c(=O)[nH]c(=O)n2C)n1CCc1ccccc1
  /	/	-4	-46%	45	/	/	41	-1%
> CCn1ncc(C2=NOC(C(=O)Nc3cc(OC)c(Cl)cc3OC)C2)c1C (configuration not stated)
  /	/	-5	15%	43	/	/	39	-10%
> CCOC(=O)C1CCCN(C2CC(=O)N(c3ccc(C)cc3)C2=O)C1 (configuration not stated)
  /	/	5	-48%	88	/	/	93	18%
> COc1cc(-c2nc(-c3ccccn3)no2)cc(OC)c1OC
  /	/	3	10%	88	/	/	91	4%
> COc1ccc(NC(=O)c2sc(NC(=O)COc3ccccc3)nc2C)cc1
  4	-4	/	-3%	/	130	130	/	-1%
> CCCC(CCC(=O)Nc1ccc(C(=O)OCC)cc1)C(=O)O (configuration not stated)
  -26	26	7	/	89	121	121	96	/
> Cn1c2ccccc2c2nnc(SC3CCOC3=O)nc21 (configuration not stated)
  -12	12	-6	23%	84	144	144	78	-1%
> COc1ccc(-c2cc(C(F)(F)F)n3nc(C(=O)N4CCCCC4)cc3n2)cc1OC
  10	-10	4	-41%	84	184	184	88	4%
> Cc1nc(NC(=O)c2ccc(Br)o2)sc1C
  1	-1	-5	14%	79	168	168	74	11%
> CC(C)NC(=O)c1noc2cc([N+](=O)[O-])ccc12
  7	-7	/	10%	/	138	138	/	5%
> CCCS(=O)(=O)N1CCC(C(=O)N2CCOCC2)CC1
  3	-3	11	-3%	98	149	149	109	-1%
> Cc1oc2ccc(O)c(CN3CCOCC3)c2c1C(=O)c1ccc(Cl)cc1
  -5	5	/	-42%	/	213	213	/	8%
> COc1ccc(OCCn2cncn2)cc1
  -5	5	-8	3%	94	178	178	86	14%
> Cc1ccc2nc(-c3ccc(NC(=O)CN(c4ccccc4C)S(C)(=O)=O)cc3)sc2c1
  6	-6	/	-8%	/	142	142	/	-3%
> Nc1nnnn1/N=C\c1ccc(Cl)c([N+](=O)[O-])c1
  6	-6	/	-2%	/	172	172	/	6%
> CCCc1cc(-c2nc(N)ncc2-c2ccc3c(c2)OCCCO3)c(O)cc1OC
  -9	9	-24	-39%	52	118	118	28	-2%
> Cc1ccccc1Cn1cc(NC(=O)c2cc3nc(-c4ccco4)cc(C(F)(F)F)n3n2)cn1
  4	-4	/	-3%	/	81	81	/	-2%
> O=C(CSc1nnc(-c2cccs2)o1)NCC1CN(Cc2ccccc2)CCO1 (configuration not stated)
  -24	24	1	-31%	84	129	129	85	-9%
> COC(=O)c1c(NC(=O)C(C)(C)C)sc2c1C(C(=O)OC)CC2 (configuration not stated)
  14	-14	-22	-17%	74	170	170	52	-1%
> CCCc1cc(=O)[nH]c(SCC(N)=O)n1
  -14	14	5	17%	86	135	135	91	4%
> CCc1ccc(NC(=O)C2C3C=CC(C4CC34)C2C(=O)O)cc1 (configuration not stated)
  -14	14	7	/	87	170	170	94	/
> COc1cc(C(=O)NCCN2CCOCC2)cc(OC)c1OC
  -2	2	5	1%	101	171	171	106	-1%
> C=CCn1c(SCC(=O)c2ccc(OC)cc2)nnc1-c1cc2cccc(OC)c2o1
  -15	15	-12	22%	98	133	133	86	-10%
> Cc1cccc(CN2CCC(CNC(=O)CCNC(=O)Cn3ccc4ccccc4c3=O)CC2)c1
  -2	2	/	-50%	/	125	125	/	-4%
> COc1cccc(NC(=O)CSCc2n[nH]c(=O)[nH]2)c1
  8	-8	-14	22%	106	134	134	92	-4%
> Cc1cccc2cc(C#N)c(NCCNC(=O)NC3CCCCC3)nc12
  -16	16	-3	0%	79	169	169	76	-6%
> COc1ccc(-n2nnnc2SCC(=O)Nc2nnc(C)s2)cc1
  -2	2	/	3%	/	169	169	/	-10%
> CCN(CC)S(=O)(=O)c1cccc(C(=O)OCC(=O)N2CC(=O)Nc3ccccc32)c1
  -1	1	/	0%	/	89	89	/	-3%
> CCCCN(C)C(=O)CCC(=O)Nc1ccc2nc(N3CCOCC3)cc(C)c2c1
  11	-11	/	-52%	/	147	147	/	3%
> CC(C)[C@H](NC(=O)NCc1cccs1)C(=O)O
  -41	?	6	-4%	88	136	/	94	17%
> COC(=O)CSc1c(-c2ccccc2)c2cc(Cl)ccc2[nH]c1=O
  -7	7	/	10%	/	165	165	/	-3%
> CCC(C)NC(=O)CS(=O)Cc1nc(-c2ccccc2C)oc1C (configuration not stated)
  -24	24	2	-27%	90	164	164	92	-6%
> Cc1ccc2c(c1)N(CCC(=O)NCCN1CCOCC1)C(=O)CO2
  -9	9	9	-3%	87	148	148	96	4%
> O=C(NC1CCCCCCC1)C1=COCCO1
  /	/	-4	17%	90	/	/	86	-3%
> COc1cc(/C=N/n2cnnc2)ccc1OC(=O)c1cccnc1
  -6	6	-7	-12%	99	173	173	92	-10%
> O=c1[nH]c2ccccc2c2nc3ccccn3c12
  /	/	-24	19%	60	/	/	35	3%

More entries follow.
Each structure is followed by: IL1B NFkB inh	NFkB transloc pot	MRP reversal	PLAP inhibitors HTS	MRP reversal with doxorubicin	IL1B NFkB inh cell count 2 µM	NFkB transloc pot cell count 2 µM	MRP reversal cytotoxicity	Bcl-B displacement
> COc1ccc(CN2C(=O)c3ccccc3C(/C=N\OCc3ccc(C)cc3)C2=O)cc1 (configuration not stated)
  10	-10	/	-38%	/	149	149	/	-37%
> CCCCCCN1Cc2ccccc2C1
  -36	36	3	-10%	90	176	176	92	8%
> CCc1cc2c(=O)c(-n3cnc4ccccc43)coc2cc1O
  -4	4	-16	0%	93	141	141	78	-2%
> CC1CCN(c2c([N+](=O)[O-])nn(-c3ccc4c(c3)OCCO4)[n+]2[O-])CC1
  -10	16	12	24%	81	150	59	93	5%
> Cc1ccc(CNC(=O)c2coc(=O)c3ccccc23)o1
  5	-5	1	-28%	97	130	130	98	-8%
> CC(=O)c1c(C)[nH]c(C(=O)NCc2ccccn2)c1C
  -6	6	/	5%	/	92	92	/	-8%
> Cc1ccc2c(c1)C(c1ccc(N3CCOCC3)cc1)=NNC(c1cccs1)=N2
  -8	8	/	18%	/	111	111	/	12%
> CCCN1CCN(C(=O)C2CCN(S(=O)(=O)c3ccc4c(c3)oc(=O)n4C)CC2)CC1
  1	-1	-19	-14%	82	140	140	64	7%
> CCOC(=O)NC1(C(F)(F)F)C(=O)NC(C)=C1C#N (configuration not stated)
  -5	5	-55	/	162	123	123	106	/
> CCOCCCNC(=O)C(c1ccc(Cl)cc1)N1CCN(C(=O)c2ccco2)CC1 (configuration not stated)
  -8	9	-6	-49%	80	100	100	74	-8%
> COC(=O)CSc1nnc2c3c4c(sc3nc(-n3nc(C)cc3C)n12)COC(C)(C)C4
  1	-1	-5	-74%	74	113	113	69	-17%
> COc1cccc(OC)c1OCCCSc1nc(C)cc(=O)[nH]1
  -11	11	16	5%	80	137	137	96	-7%
> COc1cccc(NS(=O)(=O)c2c(C)cc(C)cc2C)c1
  4	-5	1	-13%	92	161	161	93	1%
> CCCCNC(=S)NCCN1CCCCC1
  -19	19	12	/	87	88	88	99	/
> CCOC(=O)CC1C(=O)NCCN1C(=O)Nc1ccccc1 (configuration not stated)
  -14	14	16	0%	94	143	143	110	-6%
> N#Cc1c(N)nc2c(c1-c1ccncc1)CCCC2
  9	-9	-20	14%	102	84	84	82	8%
> CC1(C)C(O)=C(c2nc3ccccc3[nH]2)C(=N)N1c1ccccc1
  11	-11	-7	-16%	66	139	139	59	-7%
> CCc1ccccc1NC(=O)NC1CC2CCC(C1)N2Cc1cccs1 (configuration not stated)
  2	-3	/	-5%	/	142	142	/	10%
> CCn1c(=NC(=O)c2ccc(S(=O)(=O)N3CCOCC3)cc2)sc2cccc(OC)c21
  4	-2	/	-25%	/	78	78	/	-1%
> N#Cc1cccc(-n2nnnc2-c2ccc3c(c2)OCO3)c1
  4	-4	19	1%	87	171	171	106	-6%
> Brc1ccc2[nH]ncc2c1
  -8	7	11	/	88	160	160	99	/
> C/C(CCc1ccc2c(c1)OCO2)=N\N=C(/N)SC1CC(=O)N(c2ccc(Cl)cc2)C1=O (configuration not stated)
  -12	12	/	-22%	/	122	122	/	3%
